TrxR1 substrate = is turned over as a substrate by rat TrxR1; O89049; purified TrxR1 substrate turnover, NADPH consumption readout; Potency, µM (highest dose often 114 µM), inactives show top-dose activity change, negative = substrate turnover; 390,000 compounds, 0.01% hits; AID 588456; note: potency is the fitted concentration of half-maximal effect; % is set by controls: 0 for no effect and ±100 for the full control effect; nearly all actives have a fitted effect of over 50% in size
Target sequence (O89049 whole entry, looked up): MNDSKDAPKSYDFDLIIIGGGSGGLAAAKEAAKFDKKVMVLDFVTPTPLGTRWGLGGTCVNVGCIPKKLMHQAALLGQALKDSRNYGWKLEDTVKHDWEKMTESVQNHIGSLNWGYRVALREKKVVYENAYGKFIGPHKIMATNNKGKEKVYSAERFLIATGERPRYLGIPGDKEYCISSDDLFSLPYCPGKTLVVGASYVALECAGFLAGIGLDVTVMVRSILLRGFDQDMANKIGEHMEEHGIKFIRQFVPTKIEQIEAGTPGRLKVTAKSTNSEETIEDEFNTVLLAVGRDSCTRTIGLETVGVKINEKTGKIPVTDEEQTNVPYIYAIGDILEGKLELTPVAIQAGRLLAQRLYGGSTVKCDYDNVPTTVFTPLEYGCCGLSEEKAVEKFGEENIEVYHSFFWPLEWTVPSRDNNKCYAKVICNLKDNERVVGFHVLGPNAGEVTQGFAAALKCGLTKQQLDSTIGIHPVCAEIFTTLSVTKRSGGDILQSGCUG
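Rat TrxR1, dispensed at 90 nM, was prereduced with 400 uM NADPH (final) for 5 min at ~22 deg C, then incubated with compound 15 min before 400 uM selenite. A first-read NADPH fluorescence drop versus no-compound background flagged substrates.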
TrxR1 inh = inhibitors of rat thioredoxin reductase 1; O89049; recombinant rTrxR1, NADPH fluorescence consumption, selenite substrate; Potency, µM (series often up to 114 µM), for inactives: at the top dose activity change, negative = inhibition, usual class: inhibitors; 390,000 compounds, 1% hits; note: potency is the fitted concentration of half-maximal effect; % is set by controls: 0 for no effect and ±100 for the full control effect; nearly all actives have a fitted effect of over 65% in size
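Rat TrxR1 (90 nM in the dispensed reagent) was pre-reduced with 400 uM NADPH for 5 min at room temperature, then incubated with compound for 15 min. After 400 uM selenite was added, NADPH fluorescence (Ex 340/Em 450 nm) was followed for 8 min.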
D2 agonist = activates the human D2 dopamine receptor. P14416. HEK293 T-REx D2 cells, calcium flux agonist mode. activation, % at 2 µM. 340,000 compounds, 0.53% hits;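 active = activation over 3 SD above normal in the single-dose calcium agonist read, cut at about 30% in these data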; note: 0% is about no effect
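Calcium-flux readout, 1 cycle/sec over 180 s following compound pin transfer, in inducible HEK293 Trex D2 cells (force-coupled); dopamine controls included. Positive calcium responses during this window marked compounds as potential agonists.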
IDH1 R132H inh = blocks human mutant IDH1 R132H enzyme; O75874; IDH1-R132H enzyme, NADPH consumption, diaphorase/resazurin fluorescence; Potency, µM (series often up to 76.6 µM), for inactives: at the top dose activity change, negative = inhibition, usual class: inhibitors; 390,000 compounds, 0.093% hits; AID 602179; note: potency is the fitted concentration of half-maximal effect; % is set by controls: 0 for no effect and ±100 for the full control effect; nearly all actives have a fitted effect of over 65% in size
Target sequence (O75874 whole entry R132H, stated change not applied): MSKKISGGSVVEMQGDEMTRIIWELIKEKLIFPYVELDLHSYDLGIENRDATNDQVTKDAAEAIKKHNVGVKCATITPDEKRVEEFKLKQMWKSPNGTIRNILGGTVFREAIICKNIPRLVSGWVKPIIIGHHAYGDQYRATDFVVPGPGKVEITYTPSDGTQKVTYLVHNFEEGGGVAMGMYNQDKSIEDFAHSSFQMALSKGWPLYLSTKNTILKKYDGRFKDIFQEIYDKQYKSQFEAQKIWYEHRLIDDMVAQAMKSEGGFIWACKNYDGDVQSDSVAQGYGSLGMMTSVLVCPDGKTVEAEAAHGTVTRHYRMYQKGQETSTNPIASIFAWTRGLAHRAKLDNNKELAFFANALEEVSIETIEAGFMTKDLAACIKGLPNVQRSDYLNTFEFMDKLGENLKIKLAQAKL
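IDH1-R132H (0.5 ug/mL) preincubated 30 min with compound, then NADPH (0.016 mM) and alpha-KG (2 mM) added; 80 min at RT, pH 7.5. Remaining NADPH coupled via diaphorase/resazurin to fluorescence (540/590 nm); concentration-response curves normalized to no-enzyme control.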
Pin1 inh = human Pin1 inhibition; 390,000 compounds, 0.009% hits; Pin1 FP peptide displacement, HiFluor488, 10 min; Potency, µM (top dose mostly 115 µM), for the others: at the top dose activity, negative = inhibition, hits mostly inhibitors; active = well fitted inhibition curve with a large enough effect in the polarisation, with a control signal flat, not every such curve was filed as active; inconclusive = small, poorly fitted or top-dose-only effect, or effect the other way, or a change in a side signal; inactive = no such curve, though single readings can be large or run the other way; the % refers to the polarisation; note: potency is the fitted concentration of half-maximal effect; % is set by controls: 0 for no effect and ±100 for the full control effect
Target sequence (Q13526 whole entry, looked up): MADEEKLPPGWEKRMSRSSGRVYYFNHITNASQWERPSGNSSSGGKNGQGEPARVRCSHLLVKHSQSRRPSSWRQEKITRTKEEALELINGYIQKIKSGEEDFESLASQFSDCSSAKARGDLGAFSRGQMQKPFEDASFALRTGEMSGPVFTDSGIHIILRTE
D2 antag = antagonizes the human D2 dopamine receptor. HEK293 TREx D2 cells, calcium flux, dopamine EC80. inhibition, % at 10 µM. 340,000 compounds, 2% hits. AID 485344; in the data active = inhibition above about 30%; note: 0% is about no effect
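In this primary screen, negative modulation is detected by tracking calcium flux after an EC80 dopamine challenge in inducible HEK293 T-REx D2 cells preexposed to test compound for 180 s.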
TRHR ag = agonists of human TRH receptor; P34981; TRHR cells, calcium flux fluo-8, FDSS agonist mode; activation, % at 2 µM; 360,000 compounds, 0.18% hits; in the data active = activation above about 30%; note: 0% is about no effect
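Read-out: compound-evoked intracellular calcium rise in TRHR cells, fluo-8 dye, kinetic FDSS fluorescence at 1 s/cycle following a 10-cycle baseline. Cells cultured overnight before dye loading (30 min–1.5 h, RT).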
TRHR enhancer = allosterically enhances the human TRH receptor | enhancement, % at 2 µM | 360,000 compounds, 0.66% hits | AID 493056 | TRHR cells, fluo-8 calcium fluorescence, EC20 TRH enhancement; in the data active = enhancement above about 30%; note: 0% is about no effect
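Enhancer read-out: after compound pinning and an initial kinetic agonist-mode read, an EC20 of TRH (10 nM final) was injected and fluo-8 calcium signal (Ex 480/Em 530) followed at 1 s/cycle for 100 cycles in TRHR-expressing cells.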
USP1-UAF1 inh = inhibitors of human USP1/UAF1 deubiquitinase; O94782; recombinant USP1/UAF1, Ub-Rhodamine cleavage fluorescence; Potency, µM (doses to about 57.1 µM), for the others: top-dose activity change, negative = inhibition, most hits filed as inhibitors; 390,000 compounds, 0.23% hits; AID 743255; note: potency is the fitted concentration of half-maximal effect; % is set by controls: 0 for no effect and ±100 for the full control effect; nearly all actives have a fitted effect of over 60% in size; inactives centre near -12
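USP1/UAF1 complex at 1 nM was preincubated with compound for 15 min at room temperature, then Ub-Rho substrate (150nM final) was added. Fluorescence (480/540 nm) was read kinetically, 6 reads every 60 seconds.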
* hit, by the source's call; ? = inconclusive; / = not tested or not shown; [ ] = another dose, or the depositor's remark. Unless noted, calls come from the whole dose curve; as a rule, active = well fitted inhibition curve with a large enough effect; inconclusive = small, poorly fitted or top-dose-only effect; inactive = no such curve, though single readings can be large or run the other way. This is a subset; the hit share may differ from the screen's.

SMILES	TrxR1 substrate	TrxR1 inh	D2 agonist	IDH1 R132H inh	Pin1 inh	D2 antag	TRHR ag	TRHR enhancer	USP1-UAF1 inh
COc1ccccc1CNC(=O)CCCNC(=O)Cn1cnc2sc(C)c(C)c2c1=O	0%[57.1 µM]	4%[57.1 µM]	1.5	10%	-3%	-5	-0.7	-3	-17%
COc1ccc(C(=O)OCC(=O)Nc2cccc(S(=O)(=O)N3CCCCCC3)c2)cc1[N+](=O)[O-]	-7%	-4%	/	1%	7%	/	/	/	-24%
CCCNC(=O)CSc1nc2ccccc2c(=O)n1CCC	-1%	7%	3.4	-1%	0%	-6	-1.1	4	-4%
COC(=O)Cc1ccc(NC(=S)N2CCN(CCO)CC2)cc1	8%	1%[57.1 µM]	/	0%	1%	/	/	/	-19%
CCn1cc(C(=O)N[C@H](C(=O)NCCCN2CCOCC2)C(C)C)c(=O)c2cc3c(cc21)OCO3	7%	20%	-0.1	-5%	-1%	17	0.3	-1	-10%
Cc1ccc(-c2noc(CCC(=O)Nc3ccc(C)cn3)n2)cc1	-3%[57.1 µM]	10%[57.1 µM]	/	9%	-5%	/	0.0	-6	-14%
COc1ccc(C(=O)c2cc([N+](=O)[O-])ccc2N2CCOCC2)cc1	-8%	0%	0.2	-2%	1%	-1	-0.3	-2	-5%
CC(=O)N(CCC1(C(C)C)CCOC(C)(C)C1)C(C)c1cccs1 (stereo unspecified)	6%[57.1 µM]	30%[57.1 µM]	-1.0	5%	-9%	-9	0.0	-4	-10%
COc1ccccc1N1CCN(C(=O)Cn2ncc3c2-c2cc(C)ccc2OC3)CC1	0%	1%	0.6	?	?	/	0.2	3	2%
Cc1cc(C)cc(NS(=O)(=O)c2ccc(F)cc2)c1	-1%	11%	-2.4	6%	-6%	-5	-0.3	2	-15%
Cc1ccc(S(=O)(=O)CCC(=O)NCc2ccco2)cc1	4%[57.1 µM]	?	-0.6	4%	4%	25	-0.3	-1	-7%
CC1CCN(C(=O)C(Cc2ccccc2)NS(=O)(=O)c2ccc3c(c2)oc(=O)n3C)CC1 (stereo unspecified)	3%	6%	-1.4	11%	1%	-2	-0.1	-11	-20%
CC(C)n1nccc1NC(=O)COC(=O)c1ccc(NC(N)=O)cc1	2%[2.29 µM]	4%[2.29 µM]	/	1%	-1%	/	/	/	3%
N#CCOc1nc(N2CCOCC2)nc(N2CCOCC2)n1	7%	24%	0.2	5%	-19%	-4	0.7	-4	-11%
Cc1ccc(C(=O)C2=C(O)C(=O)N(CC3CCCO3)C2c2ccccc2F)o1 (stereo unspecified)	-5%	-3%	-2.0	-1%	-7%	10	0.5	2	?
CCN(CC)S(=O)(=O)c1cc(C(=O)Nc2cccnc2)ccc1Cl	-2%	3%	-0.3	5%	2%	0	0.0	7	-4%
COc1cc2ncnc(NCc3ccc(Cl)cc3)c2cc1OC	0%	7%	/	-1%	3%	/	-0.1	6	-17%
CCCCOc1c(Br)cc(/C=N/O)cc1OCC	-7%	30%	-0.3	-5%	?	-14	-0.3	4	?
CC(C)c1c(C(=O)N/N=C/c2ccc(OCc3ccccc3)cc2)nnn1-c1nonc1N	9%	14%	0.6	-10%	2%	14	0.9	14	-20%
CCCN1CC(=O)N2Cc3[nH]c4ccccc4c3C[C@H]2C1=O	8%	16%	0.2	-8%	-4%	-1	1.0	6	-17%

Full records as entered above. Order of values: TrxR1 substrate | TrxR1 inh | D2 agonist | IDH1 R132H inh | Pin1 inh | D2 antag | TRHR ag | TRHR enhancer | USP1-UAF1 inh
Entry for `Cc1cc(C)cc(NS(=O)(=O)c2ccc(F)cc2)c1` : -1% | 11% | -2.4 | 6% | -6% | -5 | -0.3 | 2 | -15%
Entry for `CC1CCN(C(=O)C(Cc2ccccc2)NS(=O)(=O)c2ccc3c(c2)oc(=O)n3C)CC1` (stereo unspecified) : 3% | 6% | -1.4 | 11% | 1% | -2 | -0.1 | -11 | -20%

An excerpt from above in order of SMILES length, lowest first.
SMILES	TrxR1 substrate	TrxR1 inh	D2 agonist	IDH1 R132H inh	Pin1 inh	D2 antag	TRHR ag	TRHR enhancer	USP1-UAF1 inh
CCCCOc1c(Br)cc(/C=N/O)cc1OCC	-7%	30%	-0.3	-5%	?	-14	-0.3	4	?
CCCNC(=O)CSc1nc2ccccc2c(=O)n1CCC	-1%	7%	3.4	-1%	0%	-6	-1.1	4	-4%
Cc1ccc(S(=O)(=O)CCC(=O)NCc2ccco2)cc1	4%[57.1 µM]	?	-0.6	4%	4%	25	-0.3	-1	-7%
CCCN1CC(=O)N2Cc3[nH]c4ccccc4c3C[C@H]2C1=O	8%	16%	0.2	-8%	-4%	-1	1.0	6	-17%
CCN(CC)S(=O)(=O)c1cc(C(=O)Nc2cccnc2)ccc1Cl	-2%	3%	-0.3	5%	2%	0	0.0	7	-4%
CC(=O)N(CCC1(C(C)C)CCOC(C)(C)C1)C(C)c1cccs1 (stereo unspecified)	6%[57.1 µM]	30%[57.1 µM]	-1.0	5%	-9%	-9	0.0	-4	-10%
COc1ccc(C(=O)c2cc([N+](=O)[O-])ccc2N2CCOCC2)cc1	-8%	0%	0.2	-2%	1%	-1	-0.3	-2	-5%
Cc1ccc(C(=O)C2=C(O)C(=O)N(CC3CCCO3)C2c2ccccc2F)o1 (stereo unspecified)	-5%	-3%	-2.0	-1%	-7%	10	0.5	2	?
CC(C)c1c(C(=O)N/N=C/c2ccc(OCc3ccccc3)cc2)nnn1-c1nonc1N	9%	14%	0.6	-10%	2%	14	0.9	14	-20%

Following part:
SMILES	TrxR1 substrate	TrxR1 inh	D2 agonist	IDH1 R132H inh	Pin1 inh	D2 antag	TRHR ag	TRHR enhancer	USP1-UAF1 inh
Cc1ccc(S(=O)(=O)N2CCOCC2)cc1NC(=O)CSc1n[nH]c(N)n1	0%	7%	0.1	3%	-1%	-28	0.1	13	-13%
CS(=O)(=O)N1CCC(C(=O)N2CCN(c3ccc(F)cc3)CC2)CC1	5%[57.1 µM]	8%[57.1 µM]	-0.2	6%	-12%	-1	0.0	-1	-13%
CC(C)(C)c1ccc(C(=O)N2CCN(CCc3ccccn3)CC2)cc1	5%	13%	-1.1	16%	1%	/	0.3	2	-2%
CCN(C(=O)COC(=O)CCCc1c[nH]c2ccccc12)c1c(N)n(Cc2ccccc2)c(=O)[nH]c1=O	3%	20%	/	0%	1%	/	/	/	-24%
O=C(NC1=NCCS1)C1CCN(S(=O)(=O)c2ccccc2C(F)(F)F)CC1	-2%	9%	-0.2	-5%	3%	-2	-0.4	4	0%
O=[N+]([O-])c1ccc(S(=O)(=O)NCC2CCCO2)cc1 (stereo unspecified)	-4%	-11%	0.7	1%	0%	-2	0.2	2	-2%
Cc1cc(C)cc(OCC(=O)Nc2cccc(C(=O)O)c2)c1	8%	17%	1.3	-4%	3%	-5	0.5	7	8%
CCOc1ccc(C(=O)Nc2cc(=O)n(C)c(=O)n2C)cc1	-8%	-4%	/	-7%	-1%	/	/	/	4%
Cc1cccc(C(=O)NNC(=O)c2c(-c3ccccc3Cl)noc2C)c1O	-17%	-19%	-0.1	-7%	-2%	-4	-0.1	31*	-16%
Cc1cc2nc(-c3cc(NC(=O)c4cc5ccccc5o4)ccc3Cl)oc2cc1C	0%	6%	0.4	0%	2%	/	3.0	-3	-8%
COCCCn1c(SCC(=O)Nc2ccc(C(C)=O)cc2)nc2ccccc2c1=O	-5%	-5%	0.1	0%	-6%	4	-0.4	16	-16%
C#CCOCCOCCOCCNc1nc(N2CCN(C(=O)[C@H](CCC(=O)O)n3cc(C(N)CC(C)C)nn3)CC2)nc(N2CCN(C(=O)[C@H](Cc3cc4ccccc4[nH]3)n3cc(C(N)[C@H](C)CC)nn3)CC2)n1 (stereo partly specified)	1%	?	-0.6	-12%	6%	-4	0.0	15	-13%
COc1ccc(/C=C/C(=O)NC(C)CCc2ccccc2)cc1 (stereo unspecified)	-11%	-3%	0.5	0%	-1%	9	-0.4	0	-9%
CCOc1cccc(/C=N/NC(=O)c2ccc3c(c2)OCCO3)c1O	-7%	0%	0.4	3%	-1%	-12	0.3	1	-12%
CCCCN1C(=O)C(=O)N(CC(=O)Nc2ccc(OC(F)(F)F)cc2)C1=O	7%[57.1 µM]	-3%[2.29 µM]	/	0%	-1%	/	/	/	-13%
O=C1OCCC1Sc1nnnn1-c1ccccc1 (stereo unspecified)	-3%	1%	/	4%	1%	/	0.5	12	-9%
COc1cc(/C=C2/C(=N)N3N=C(CC(=O)N4CCOCC4)SC3=NC2=O)ccc1OCc1ccc(F)cc1	-18%	-20%	0.6	-17%	-2%	10	-0.2	4	-16%
Cc1onc(C(=O)NCc2ccccn2)c1[N+](=O)[O-]	8%[57.1 µM]	5%[57.1 µM]	8.4	6%	-26%	3	0.6	1	2%
CC(=O)c1ccc(NC(=O)C2CCC(CNS(=O)(=O)c3ccc4c(c3)CCCC(=O)N4)CC2)cc1 (stereo unspecified)	2%[57.1 µM]	3%[57.1 µM]	0.1	11%	7%	/	0.3	-2	-11%
O=C(c1cc(-c2cccs2)nc2ccccc12)N1CCN(CCO)CC1	256%[activator]	-29%	0.5	5%	-3%	-13	0.6	2	-12%
O=S(=O)(NCCc1ccccc1)c1ccc(Br)s1	0%[57.1 µM]	-4%[57.1 µM]	-0.9	9%	1%	12	-1.0	2	-1%
CC(=O)NS(=O)(=O)c1ccc(NC(=S)NC(=O)C(C)(C)C)cc1	5%[57.1 µM]	4%[57.1 µM]	-0.9	4%	-4%	-16	-0.9	1	-4%
CC(=O)Nc1ncnc2c1c(-c1ccc(Cl)cc1)nn2C(C)(C)C	70%[activator]	50%	0.3	-4%	0%	-3	-0.1	9	-17%
Cc1ccc(-n2nc(C)c3c(C)c(CCC(=O)NCc4ccco4)c(C)nc32)cc1	35%	28%	-1.0	2%	20%	-14	-0.1	2	4%
COC(=O)c1ccc2c(=O)n(CC3CCCO3)c(SCC(=O)Nc3ccccc3OC)nc2c1 (stereo unspecified)	-2%	6%	-0.6	-4%	0%	-1	-0.3	-8	-19%
CC(C)C(NC(=O)c1ccc(Cl)cc1)C(=O)NC1=NCCS1 (stereo unspecified)	-1%	23%	0.3	7%	-1%	16	0.3	-3	-6%

Screening results from PubChem BioAssay.
